Source: PubChem BioAssay (National Center for Advancing Translational Sciences (NCATS))
Shiga inhibitor – blocks Shiga toxin action in Vero cells | Vero cells, Shiga toxin protein synthesis inhibition reporter | inhibition, % at 38.7 µM | 9.2% of 290,000 active; in the data active = inhibition mostly above about 28%, no sharp cut-off; inactive = mostly below about 43%; also: 0% is about no effect
FBPA Giardia inh – inhibitors of Giardia lamblia fructose-1,6-bisphosphate aldolase | Potency, µM (series often up to 59.6 µM), for the others: at the top dose activity, negative = inhibition, actives largely listed as inhibitors | 0.71% of 290,000 active | purified Giardia FBPA | AID 2451; also: potency is read from the fitted curve at half-maximal effect; % is scaled to controls: 0 for no effect and ±100 for the full control effect; nearly all actives have a fitted effect of over 55% in size
Target sequence (A8B2U2 whole entry, looked up): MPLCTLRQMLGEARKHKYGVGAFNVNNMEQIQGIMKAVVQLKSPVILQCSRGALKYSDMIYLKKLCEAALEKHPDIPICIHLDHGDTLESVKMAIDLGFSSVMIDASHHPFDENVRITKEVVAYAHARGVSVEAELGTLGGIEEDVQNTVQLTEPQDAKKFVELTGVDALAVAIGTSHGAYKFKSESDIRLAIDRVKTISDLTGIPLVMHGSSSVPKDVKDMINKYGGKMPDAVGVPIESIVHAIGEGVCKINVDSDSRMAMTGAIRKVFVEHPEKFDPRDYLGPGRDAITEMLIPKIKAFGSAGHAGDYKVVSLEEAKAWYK
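Giardia FBPA (40 nM reagent) was preincubated 10 min at RT with compound (up to 57.5 uM final), then substrate plus GAPDH/TPI/NAD/arsenate coupling system with diaphorase/resazurin was added; resorufin fluorescence (525/598 nm) was read after 20 min.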
AmpC detergent – AmpC beta-lactamase inhibition with detergent present; 0.041% of 370,000 active; AmpC hydrolysis of nitrocefin, absorbance 480 nm, 0.01% Triton; AID 485294; Potency, µM (highest dose often 114 µM), for inactives: top-dose activity change, negative = inhibition, actives largely listed as inhibitors;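 also: potency is read from the fitted curve at half-maximal effect; 0% = no-compound wells and -100% = no-enzyme wells; nearly all actives have a fitted effect of over 25% in size; some results filed as inactive show a strong effect at the top dose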
Target sequence (P00811 whole entry, looked up): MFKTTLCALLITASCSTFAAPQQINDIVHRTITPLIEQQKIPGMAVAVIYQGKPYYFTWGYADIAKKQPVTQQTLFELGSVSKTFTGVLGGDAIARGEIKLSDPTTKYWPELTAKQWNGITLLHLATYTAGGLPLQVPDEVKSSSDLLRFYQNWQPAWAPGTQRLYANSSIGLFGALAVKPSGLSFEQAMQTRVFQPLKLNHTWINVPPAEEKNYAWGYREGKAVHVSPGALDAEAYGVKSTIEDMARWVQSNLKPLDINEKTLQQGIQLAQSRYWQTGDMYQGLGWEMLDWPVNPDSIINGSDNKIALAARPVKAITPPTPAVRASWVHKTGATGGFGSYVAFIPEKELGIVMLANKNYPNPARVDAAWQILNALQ
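AmpC (5.3 nM in the dispensed reagent) in 20 mM phosphate pH 7.0 with 0.01% (detergent screen) or 0.0001% Triton X-100 was preincubated with compounds for 15 min at room temperature. Nitrocefin was then added from an 800 uM solution, and hydrolysis was followed at 480 nm.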
HCMV antiviral – blocks human cytomegalovirus replication. HFF cells, HCMV-luciferase reporter, 72 h; stronger effect = lower value. activity change, negative = inhibition, % at 57.5 µM. 4.5% of 410,000 active; in the data active = activity change below about -60%; inconclusive = no clear call, values can overlap the other calls; inactive = above about -39%; also: % is scaled to controls: 0 for no effect and ±100 for the full control effect
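Cell-based, HFFs, 1000 cells/well, 16 h 37C; cpds in DMSO + HCMV-luc, MOI 1 PFU/cell; 72 h 37C; OneGlo luminescence after 5 min RT; norm. to buffer vs Salinomycin 10uM.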
AMA1 RON2 block – AMA1-RON2 (P. falciparum) interaction inhibition. AlphaScreen AMA1-biotinylated RON2 peptide binding. Potency, µM (doses to about 58.2 µM), for the others: at the highest dose activity change, negative = inhibition, most hits filed as inhibitors. 0.2% of 360,000 active;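 also: potency is read from the fitted curve at half-maximal effect; 0% = vehicle wells and -100% = peptide control; nearly all actives have a fitted effect of over 45% in size; some results filed as inactive show a strong effect at the top dose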
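AMA1 (3D7) with his tag at 25 nM final met compounds first, then biotinylated RON2 peptide at 25 nM; detection used donor plus acceptor beads, 10 µg/mL apiece, read by AlphaScreen after 30 min at room temperature.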
CHX counter – counter-screen for Shiga toxin inhibitors: cycloheximide protein synthesis inhibition; cell reporter, cycloheximide protein synthesis inhibition counterscreen; max response, %; 12% of 300,000 active; AID 2314; in the data active = max response mostly above about 13%, no sharp cut-off; inactive = mostly below about 14%; also: read at 38.3 µM for the half of the compounds with a filed dose; 0% is about no effect
AmpC inh no detg – blocks E. coli AmpC beta-lactamase in detergent-free assay. P00811. AmpC nitrocefin hydrolysis, absorbance 480 nm, 0.0001% Triton. Potency, µM (highest dose often 57.1 µM), without a hit: at the top dose activity change, negative = inhibition, actives largely listed as inhibitors. 0.52% of 330,000 active. AID 485341;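 also: potency is read from the fitted curve at half-maximal effect; plate controls were no compound for no effect and no enzyme for full effect; nearly all actives have a fitted effect of over 20% in size; some results filed as inactive show a strong effect at the top dose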
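20 mM phosphate pH 7.0 + 0.01% (detergent screen) or 0.0001% Triton X-100; 5.3 nM AmpC reagent; cpd preinc 15 min RT; nitrocefin (800 uM stock) to start; A480 q20 s × 4 min; Activity was normalised to no-enzyme and no-compound control wells.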
* hit, by the source's call; ? = inconclusive; / = not tested or not shown; & = joins results of further samples; [ ] = remark or other dose. Unless noted, calls follow the shape of the dose curve; as a rule, active = well fitted curve in the direction sought with a large enough effect; inconclusive = small, poorly fitted or top-dose-only effect, or another doubt; inactive = no such curve, though single readings can be large; an effect the other way counts as inactive or inconclusive.

SMILES	Shiga inhibitor	FBPA Giardia inh	AmpC detergent	HCMV antiviral	AMA1 RON2 block	CHX counter	AmpC inh no detg
COc1ccc2cc(C(c3nnnn3C3CCCC3)N3CCCCCC3)c3nnnn3c2c1 (stereo not given)	17	0%	?	-5	-17%	-3	-18%
Cc1ccc(NP(=O)(Nc2ccc(C)cc2)Nc2ccc(C)cc2)cc1	6	-6%	-8%	20	0%	10	-55%
CCCCCNc1nc(-c2ccccc2)nc(-n2ccnc2)n1	-13	6%	?	?	-23%	-4	-12%
Cc1n[nH]c(C)c1Cc1ccc(C(=O)O)cc1	1	6%	0%	64	-3%	6	-15%
Cc1nn(-c2ccc(C(=O)OC(C)C)cc2)c(C)c1[N+](=O)[O-]	62*	-1%	-14%	35	?	32*	-19%
O=C(CSc1nnc(C2CC2)n1CC1CCCO1)Nc1ccccc1Cl (stereo not given)	9	3%	2%	13	1%	1	-4%
Cc1ccc(CN2CC(C(=O)N3CC(C)CC(C)C3)CC2=O)cc1 (stereo not given)	/	/	?	-10	36%[activator]	/	39%
Cc1cc(/C=C2/NC(=O)NC2=O)c(C)n1-c1ccc(N2CCOCC2)cc1	-4	-14%	-8%	-22	-19%	-1	0%
Cn1cnnc1SCC(=O)OCN1C(=O)c2ccccc2C1=O	15	2%	1%	-4	0%	-1	-4%
COc1ccccc1NC(=O)COC(=O)c1ccc2c(c1)OCCO2	/	/	0%	-3	-3%	/	-3%
O=C(CCC(=O)Nc1ccccc1)NNS(=O)(=O)c1ccccc1[N+](=O)[O-]	-14	-2%	-16%	-21	9%	10	-24%
Cc1ccc(NC(=O)CSc2nc(O)cc(=O)n2C)cc1	16	4%	?	-8	11%	-3	-33%
CCOC(=O)C1CCN(C(=O)c2ccccc2CCc2ccccc2)CC1	-6	1%	3%	106	7%	1	80%[activator]
Cc1ccc(-n2c(C)cc(C(=O)CN3CCOCC3)c2C)cc1	85*	0%	-4%	-19	-11%	46*	43%
CCOc1ccc(OCc2ccc(C(=O)N3CCCC(C)C3)cc2)cc1 (stereo not given)	101*	7%	-8%	?	14%	41*	89%[activator]
O=C(CSC1=NC(=O)C(Cc2ccccc2)C(=O)N1)Nc1ncccn1 (stereo not given)	-13	-7%	?	23	/	-5	-16%
Cn1cccc1C(=O)OCC(=O)c1ccc(Br)s1	/	/	/	3	-9%	/	-40%
CCC(CC)NC(=O)CO/N=C/c1ccc(Cl)cc1Cl	-5	1%	-1%	-35	3%	1	-8%
Cc1nc2ccc(NC(=O)c3ccccc3)cc2s1	108*	-3%	2%	29	10%	30*	-14%
COc1ccccc1N1CCN(S(=O)(=O)CC23CCC(CC2=O)C3(C)C)CC1 (stereo not given)	-14	11%	-3%	-4	7%	-2	77%[activator]
Cc1ccc(NC(=O)CSc2ccccn2)cc1S(=O)(=O)N1CCOCC1	-4	0%	7%	4	71%[activator]	-6	-26%
CCOC(=O)C1=C(c2ccccc2)N2CCS(=O)(=O)N=C2S1	-3	0%	2%	15	-2%	-1	-13%
CCC1CCc2sc(C(=O)N(C)CC(=O)Nc3ccc(N4CCOCC4)cc3)cc2C1 (stereo not given)	/	/	-12%	-15	-15%	/	122%[activator]
O=C(c1ccc2nccnc2c1)N1CCCC(Nc2ccc(F)c(F)c2)C1 (stereo not given)	5	/	3%	80	-13%	-1	-7%
N#CC(C(=O)NC1CCCCC1)c1nc2ccccc2nc1N1CCN(c2ccc(F)cc2)CC1 (stereo not given)	2	0%	1%	/	/	6	-22%
O=C(Cc1ccccc1)NN1C(=O)c2ccccc2C1=O	2	3%	-1%	3	9%	11	-4%
Cc1nc2ccccn2c1C(=O)NC1CCCC1	-7	2%	2%	-30	-3%	2	-11%
COc1ccc(C)cc1Cn1nnc2ccccc21	/	/	-10%	4	9%	/	-18%
COc1ccc(/C=C2\SC(=S)N(CCC(=O)Nc3ccc(O)cc3)C2=O)cc1	3	?	-7%	-5	-4%	3	-19%
COc1ccc(C)cc1-n1nnnc1SCc1cn2ccsc2n1	-20	17%	?	-21	-4%	1	-17%
COc1ccc(Nc2nc(N)c3ccccc3n2)c(OC)c1	45*	?	-19%	127	-6%	34*	-27%
Cc1ccc(CNC(=O)c2cccc3c2C(=O)c2ccc(N4CCCCC4)cc2S3(=O)=O)cc1	/	/	9%	11	-6%	/	-13%
COc1cc(Br)c(CNc2cc(C)ccc2C)cc1OC	-4	20µM*	-19%	?	?	-2	31%
CC(C)CC(c1nnnn1Cc1ccccc1)N1CCC(C(N)=O)CC1 (stereo not given)	-6	-1%	?	13	0%	-3	6%
N#CCCN1CCN(Cc2ccccc2)CCC1=O	-9	8%	-11%	-24	-3%	1	-13%
COc1cccc(N2CCN(c3ccc4nnc(CCC(=O)N5CCN(C)CC5)n4n3)CC2)c1	-2	/	-4%	-14	-6%	-4	73%[activator]
COCCNC(=O)COc1ccccc1Cl	76	2%	-11%	37	3%	-2	-6%
O=C(Nc1ccc(F)cc1)c1c(Cl)nc2ccccn12	73*	-5%	1%	23	-1%	31*	-12%
CC(C)c1ccccc1NS(C)(=O)=O	-3	-8%	-5%	/	/	2	2%
O=C(Nc1ccccc1)N1CCCN(c2nccc(C(F)(F)F)n2)CC1	16	3%	5%	-12	-1%	9	-6%
CCCc1c(C)nc(-c2ccc(C)cc2)nc1OC(=O)N(C)C	16	-11%	-1%	-29	5%	-1	69%[activator]
O=C(NCc1ccco1)c1cc(C(=O)C2CCCCC2)c[nH]1	13	8%	-9%	-5	8%	6	-11%
CCc1ccccc1NC(=O)COC(=O)C1CC(=O)N(c2ccc(F)cc2)C1 (stereo not given)	-2	-29%	1%	27	24%	-2	4%
CN(CC(=O)Nc1ccc(F)c(F)c1F)C(=O)CC1CCCCC1	/	/	7%	-37	-9%	/	11%
CNc1nc(Oc2ccc(=O)n(C)n2)nc(N2CCOCC2)n1	-11	0%	20%&2%	-7&45	3%	3	-12%
CCOC(=O)c1[nH]c2ccc(F)cc2c1NC(=O)CN1CCc2cc(OC)c(OC)cc2C1	-12	-3%	?	/	/	-4	118%[activator]
COc1ccc(OC2OC3COC(c4ccco4)OC3C(O)C2NC(C)=O)cc1 (stereo not given)	-15	5%	0%	-37	-11%	-6	-12%
Cc1cc(C)c(NC(=O)CS(=O)CC(=O)N2CCN(c3ccccc3)CC2)c(C)c1 (stereo not given)	-5	-8%	-13%	52	-2%	-3	64%[activator]
Cc1cc(=O)n2c3ccccc3n(CC(O)CN3CCCC3)c2c1C#N (stereo not given)	15	-12%	?	?	-4%	-1	8%
CC(=O)Nc1ccc(NC(=O)N(c2ccccc2)c2ccccc2)cc1	-4	/	-1%	-25	0%	-2	-17%
CCCN(CCC)Cc1c(C(=O)N/N=C/c2ccc(Br)cc2)nnn1-c1nonc1N	-22	-7%	-11%	-15	-3%	-2	-10%
COc1ccccc1C(=O)NC(=O)COC(=O)c1nc(Cl)ccc1Cl	/	/	0%	-28	-4%	/	-20%
COc1ccc(C(=O)O)cc1S(=O)(=O)Nc1ccc2cn[nH]c2c1	/	/	/	35	12%	/	-21%
CC12CCC3C(CCC4N(CCO)CCC34C)C1CCC2O (stereo not given)	-4	-6%	3%	1	1%	-2	-5%
O=C(Nn1cnc2ccccc2c1=O)c1ccc(Cl)c([N+](=O)[O-])c1	-4	0%	-1%	13	-4%	-1	-16%
COc1ccc(-c2ccc(CCC(=O)O)n2C(C)C)cc1	-15	5%	?	/	-7%	-2	-34%
CCOC(=O)C1CCN(C(C)C(=O)c2c(C)[nH]c3cc(C)ccc23)CC1 (stereo not given)	-15	-3%	?	-13	2%	4	40%
COc1ccccc1OCCC(=O)OCC(=O)Nc1cccc(Br)c1	-5	0%	1%	-22	-18%	-2	-6%
Cc1cc(C(=O)Cn2nnc(-c3ccc(Cl)cc3)n2)c(C)n1-c1ccccc1	-12	1%	?	?	-6%[11.6 µM]	1	-50%
Cc1c(NC(=O)C(C)OC(=O)CCC2CCCC2)c(=O)n(-c2ccccc2)n1C (stereo not given)	2	4%	-1%	-17	-5%	-4	-4%

Profiles as entered above:
CN(CC(=O)Nc1ccc(F)c(F)c1F)C(=O)CC1CCCCC1 is listed as Shiga inhibitor: /; FBPA Giardia inh: /; AmpC detergent: 7%; HCMV antiviral: -37; AMA1 RON2 block: -9%; CHX counter: /; AmpC inh no detg: 11%
O=C(NCc1ccco1)c1cc(C(=O)C2CCCCC2)c[nH]1 is listed as Shiga inhibitor: 13; FBPA Giardia inh: 8%; AmpC detergent: -9%; HCMV antiviral: -5; AMA1 RON2 block: 8%; CHX counter: 6; AmpC inh no detg: -11%

Additional entries follow.
SMILES	Shiga inhibitor	FBPA Giardia inh	AmpC detergent	HCMV antiviral	AMA1 RON2 block	CHX counter	AmpC inh no detg
CCOc1cc(C(=O)N2CCCN(C)CC2)cc(OCC)c1OCC	-7	20%	-12%	16	-27%	2	-1%
O=C(COC(=O)C1=NN(c2ccccc2)C(=O)CC1)Nc1ccc([N+](=O)[O-])cc1C(F)(F)F	/	/	5%	4	-8%	/	-21%
CC(=O)Nc1cc(C(=O)N2CCC3(CC2)OCCO3)ccc1Sc1ccc(F)cc1	1	6%	7%	-3	-16%	10	89%[activator]
Cc1ccc(F)c(C2=CC(=O)C[C@H](c3ccc(F)cc3)C2)c1	/	/	2%	14	15%	/	-16%
CO/N=C/NC(=O)C1=NOC(CNc2ncc(C(F)(F)F)cc2Cl)C1 (stereo not given)	-10	-2%	-1%	11	5%	1	/
COc1ccccc1CC(NC(C)=O)C(=O)NC1CCN(C(=O)Nc2ccc(F)cc2)CC1 (stereo not given)	-10	/	4%	-32	-8%	-11	-5%
COC(=O)c1ccc(CSc2ccccc2C)o1	23	3%	?	8	-4%	-2	-25%
CNCC(O)COc1ccccc1 (stereo not given)	-10	0%	-1%	32	21%	-3	-25%
CC(C)(O)[C@@H]1Cc2c(ccc3ccc(=O)oc23)O1	-5	2%	?	1	-3%	-3	-6%
Clc1ccc2c(c1)C(c1ccccc1Cl)=NCc1nncn1-2	2	-1%	?	25	37%[activator]	0	-6%
CCc1noc(C)c1C(=O)NCCc1ccc(S(N)(=O)=O)cc1	/	/	-12%	-23	11%	/	-18%
COC(CC(=O)NNC(=S)Nc1ccccc1)OC	23	-13%	6%	6	7%	0	-21%
CCOC(=O)c1cc2c(=O)n3ccccc3nc2n(Cc2ccccc2Cl)c1=N	33	0%	-11%	/	/	-3	-16%
COc1ccc(N2CCN(C(=O)C3Cc4ccccc4CN3C(=O)c3ccccc3)CC2)cc1 (stereo not given)	71*	-7%	9%	9	-29%	61*	54%
CN(C(=O)COC(=O)c1ccc2[nH]c3c(c2c1)CCCC3)C1CCS(=O)(=O)C1 (stereo not given)	6	-13%	-13%	-4	-14%	-3	-19%[11.4 µM]
Cc1ccc2cc(C#N)c(N3CCN(C(=O)c4cccs4)CC3)nc2c1	/	-3%	1%	25	5%	-2	-9%

This is a random part of the collection (roughly 16% active in at least one column).
